GLS inh: qHTS for Inhibitors of Glutaminase (GLS). GLS enzymatic activity, qHTS titration. Glutaminase kidney isoform, mitochondrial (Homo sapiens), O94925. hit rate 0.21% among 410,000. Potency, µM (top dose mostly 45.5 µM), for inactives: at the highest dose activity change, negative = inhibition, usual class: inhibitors; note: potency is the fitted concentration of half-maximal effect; % is set by controls: 0 for no effect and ±100 for the full control effect
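hKGA in 45 mM KH2PO4 (pH 8.2), 0.02% Tween-20 with compound, then 1mM L-Glutamine (stock as added) plus glutamate oxidase/HRP/Amplex red coupling mix. Fluorescence read initially and after 30 min at RT; signal change reflects glutamate formation.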
JMJD2A Tudor: qHTS Assay for Inhibitors of JMJD2A-Tudor Domain; Lysine-specific demethylase 4A (Homo sapiens), O75164; AlphaScreen JMJD2A-Tudor / H3K4me3 peptide binding; Potency, µM (series often up to 114 µM), without a hit: at the highest dose activity change, negative = inhibition, actives largely listed as inhibitors; hit rate 4.4% among 390,000; note: potency is the fitted concentration of half-maximal effect; % is set by controls: 0 for no effect and ±100 for the full control effect; nearly all actives have a fitted effect of over 50% in size
PGK inhibitor: qHTS Assay to Find Inhibitors of Phosphoglycerate Kinase; hit rate 0.043% among 380,000; AID 602233, 2012; Potency, µM (series often up to 57.5 µM), for the others: at the top dose activity change, negative = inhibition, actives largely listed as inhibitors; Phosphoglycerate kinase, glycosomal (Trypanosoma brucei brucei), P07378; PGK/GAPDH coupled, Kinase-Glo luminescence, 60 min; note: potency is the fitted concentration of half-maximal effect; % is set by controls: 0 for no effect and ±100 for the full control effect; nearly all actives have a fitted effect of over 60% in size
Target sequence (P07378 whole entry, looked up): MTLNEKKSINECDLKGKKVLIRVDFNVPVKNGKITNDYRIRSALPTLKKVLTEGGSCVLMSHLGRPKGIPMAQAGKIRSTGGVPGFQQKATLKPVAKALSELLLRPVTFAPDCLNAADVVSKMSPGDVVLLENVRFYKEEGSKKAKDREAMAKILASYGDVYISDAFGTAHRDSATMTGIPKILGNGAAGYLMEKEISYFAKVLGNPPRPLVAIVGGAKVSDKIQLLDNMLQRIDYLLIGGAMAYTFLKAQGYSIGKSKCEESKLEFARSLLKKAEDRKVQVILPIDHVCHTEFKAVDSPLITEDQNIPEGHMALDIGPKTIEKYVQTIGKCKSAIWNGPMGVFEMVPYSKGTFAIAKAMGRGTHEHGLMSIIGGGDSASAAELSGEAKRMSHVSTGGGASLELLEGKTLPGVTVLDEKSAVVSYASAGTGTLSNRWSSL
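Recombinant glycosomal PGK reaction used 1,3-bisphosphoglycerate generated in-well by GAPDH (100nM final) in 100mM TEA pH 7.6, 5mM MgCl2, 0.01% Tween-20. After 60 minutes at room temperature, ATP was read by Kinase-Glo Plus luminescence end-point.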
PI4K2A block: qHTS for small molecular inhibitors of PI4K2A; purified PI4K2A, ADP-Glo luminescence, 1 h; hits give low values; Phosphatidylinositol 4-kinase type 2-alpha (Homo sapiens), Q9BTU6; hit rate 0.13% among 420,000; activity change, negative = inhibition, % at 76.9 µM; in the data active = activity change below about -50%; inconclusive = mostly about -30% to -49%;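 note: -100% = wells without enzyme as full effect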
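In this quantitative HTS, ADP production by PI4K2A was quantified luminescently after 1 h at ambient temperature; 100 microM adenosine served as plate-quality control.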
HP1b binding inh: HTS for Inhibitors of HP1-beta Chromodomain Interactions with Methylated Histone Tails; Chromobox protein homolog 1 (Homo sapiens), P83916; AlphaScreen HP1-beta / biotin-H3K9me3 peptide binding; Potency, µM (series often up to 114 µM), for inactives: at the highest dose activity change, negative = inhibition, actives largely listed as inhibitors; hit rate 0.56% among 390,000; AID 540317, 2011; note: potency is the fitted concentration of half-maximal effect; nearly all actives have a fitted effect of over 70% in size; inactives centre near 23
Target sequence (P83916 whole entry, looked up): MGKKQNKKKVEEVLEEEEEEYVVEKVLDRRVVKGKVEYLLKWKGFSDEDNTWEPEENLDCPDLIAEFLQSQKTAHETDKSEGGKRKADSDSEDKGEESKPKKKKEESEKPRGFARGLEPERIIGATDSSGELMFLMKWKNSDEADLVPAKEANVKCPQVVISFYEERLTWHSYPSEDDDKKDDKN
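HP1-beta protein (50 nM final) preincubated 30 min at room temperature with biotinylated H3(1-18)K9me3 peptide (50 nM) in PBS pH 7.4, 0.01% Tween-20, then compound added for 30 min. AlphaScreen streptavidin donor/nickel chelate acceptor beads (10 ug/mL final), 30 min dark, luminescence read.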
ERG-DNA inh: qHTS for Small Molecule Inhibitors of the ERG Ets/DNA interaction; hit rate 0.028% among 370,000; Potency, µM (series often up to 76.9 µM), for inactives: top-dose FP activity, negative = inhibition, usual class: inhibitors; fluorescence polarization, His-ERG Ets domain / labelled DNA; Transcriptional regulator ERG (Homo sapiens), P11308; AID 624246, 2012; active = well fitted inhibition curve with a large enough effect in the polarisation, with a control signal flat; inconclusive = small, poorly fitted or top-dose-only effect, or effect the other way, or a change in a side signal; inactive = no such curve, though single readings can be large or run the other way; the % refers to the polarisation;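 note: polarization taken with two DNA probes labelled with fluorescein and Texas red; potency is the fitted concentration of half-maximal effect; % of control where 0% means no effect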
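His-tagged ERG Ets domain (1 uM in the protein solution; 300mM KCl, 50mM Tris-HCl, 1mM EDTA, 1mM DTT, pH 7.5) received compound, then a probe mix of 5 nM fluorescein-DNA and 100nM Texas-615-DNA. Fluorescence polarization was read for both dyes.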
G9a inh: qHTS Assay for Inhibitors of Histone Lysine Methyltransferase G9a; Histone-lysine N-methyltransferase EHMT2 (Homo sapiens), Q96KQ7; G9a H3K9 monomethylation, AlphaScreen, 2 h; Potency, µM (highest dose often 102 µM), without a hit: at the top dose activity, negative = inhibition, actives largely listed as inhibitors; hit rate 8.8% among 350,000; note: potency is the fitted concentration of half-maximal effect; % is set by controls: 0 for no effect and ±100 for the full control effect; nearly all actives have a fitted effect of over 75% in size
Target sequence (Q96KQ7 913-1193 limits assumed): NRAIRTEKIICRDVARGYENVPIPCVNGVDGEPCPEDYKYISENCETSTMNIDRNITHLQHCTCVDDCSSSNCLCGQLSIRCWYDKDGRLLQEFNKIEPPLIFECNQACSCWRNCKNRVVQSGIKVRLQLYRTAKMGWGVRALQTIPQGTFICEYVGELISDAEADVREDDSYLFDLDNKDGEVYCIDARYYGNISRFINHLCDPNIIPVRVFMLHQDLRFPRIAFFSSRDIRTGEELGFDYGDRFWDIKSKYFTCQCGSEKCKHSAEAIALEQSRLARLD
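AlphaScreen detection with an anti-monomethyl H3K9 antibody quantified product after a 2 h room-temperature reaction containing 500 nM biotinylated H3K9 peptide, 20 µM SAM and 20 nM enzyme, which had been preincubated 15 min with compound.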
BAZ2B block: qHTS Assay for Inhibitors of BAZ2B. Bromodomain adjacent to zinc finger domain protein 2B (Homo sapiens), Q9UIF8. AlphaScreen BAZ2B-H3K14Ac peptide displacement. Potency, µM (highest dose often 114 µM), inactives show at the highest dose activity change, negative = inhibition, usual class: inhibitors. hit rate 4.4% among 360,000; note: potency is the fitted concentration of half-maximal effect; % is set by controls: 0 for no effect and ±100 for the full control effect; nearly all actives have a fitted effect of over 60% in size
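AlphaScreen luminescence quantifies BAZ2B engagement of H3K14Ac peptide; the protein and biotinylated peptide are both at 50 nM final, buffer PBS pH 7.4 with 0.01% Tween-20, all steps at room temperature.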
Pin1 inhibitor: qHTS Assay to Find Inhibitors of Pin1; Peptidyl-prolyl cis-trans isomerase NIMA-interacting 1 (Homo sapiens), Q13526; Pin1 FP peptide displacement, HiFluor488, 10 min; Potency, µM (highest dose often 115 µM), for inactives: at the top dose activity, negative = inhibition, usual class: inhibitors; hit rate 0.009% among 390,000; active = well fitted inhibition curve with a large enough effect in the polarisation, with a control signal flat, not every such curve was filed as active; inconclusive = small, poorly fitted or top-dose-only effect, or effect the other way, or a change in a side signal; inactive = no such curve, though single readings can be large or run the other way; the % refers to the polarisation; note: potency is the fitted concentration of half-maximal effect; % is set by controls: 0 for no effect and ±100 for the full control effect
Numbers without * were called inactive; i = inactive; ? = inconclusive; . = not tested or not shown; ! = not active in a repeat; [ ] = another dose, or the depositor's remark. Unless noted, calls come from the whole dose curve; as a rule, active = well fitted curve in the direction sought with a large enough effect; inconclusive = small, poorly fitted or top-dose-only effect, or another doubt; inactive = no such curve, though single readings can be large; an effect the other way counts as inactive or inconclusive.

GLS inh	JMJD2A Tudor	PGK inhibitor	PI4K2A block	HP1b binding inh	ERG-DNA inh	G9a inh	BAZ2B block	Pin1 inhibitor	Compound
-4%	52%[activator]	10%	1	105%[activator]	3%	?	11%	-7%	CC(C#Cc1c([C@@H](C)Oc2ccccc2)nnn1Cc1ccccc1)Oc1ccccc1 (stereo partly specified)
-12%	-12%	-1%	6	71%[activator]	-15%	0%	-19%	-9%	FC(F)(F)c1cc(Cl)c2nnc(C(F)(F)Cl)n2c1
1%	7%	0%	-1	29%	-4%	-2%	?	1%	COc1ccc(NC(=O)CN2C(=O)CSC(C)C2=O)c(OC)c1 (stereo unspecified)
1%	-14%	-6%	-5	35%[activator]	10%	.	.	0%	C[C@H]1CC[C@]2(O[C@@H](CCO)C[C@@H](O)[C@@H]2O)O1
27%	-14%	-7%	-3	27%	9%	.	?	24%	Nc1nc[nH]c(=O)c1N=Cc1ccccc1
-14%	-3%	-9%	3	29%	-8%	.	.	-7%	OC(Cc1ccncc1)c1ccccc1Cl (stereo unspecified)
4%	?	-6%	-4	-7%	-3%	?	?	3%	Cn1nccc1C(=O)N1CCc2c([nH]c3ccccc23)C1c1ccc(F)cc1 (stereo unspecified)
3%	?	i	-1	?	0%	.	.	-1%	N=c1c(S(=O)(=O)c2ccccc2)cc2c(=O)n3ccccc3nc2n1C1CCCCC1
3%	40%[activator]	-3%	-2	62%[activator]	11%	285%[activator]	206%[activator]	3%	CCOC(=O)N1CCN=C1SCc1ccc(Cl)c(Cl)c1
2%	-24%	-11%	1	16%	-6%	2%	-38%	-2%	O=C(COc1ccc(Cl)cc1[N+](=O)[O-])N/N=C/c1cccs1
4%	-31%[57.1 µM]	-8%	-3	-21%	2%	?	?	4%	CC(/C=N/NC(=O)CN1CCN(Cc2ccc(Cl)cc2)CC1)=C\c1ccco1
-1%	-18%	-1%	0	29%	.	-24%[12.7 µM]	56µM*!	-6%	NC(=O)C1CCN(c2nc(-c3ccc(F)cc3)cs2)CC1
10%	-4%	-5%	-1	13%	4%	8%[59 µM]	8%[0.457 µM]	2%	CC(C)=CCN1CCN(Cc2cn(C(C)C)c3ccccc23)CC1CCO (stereo unspecified)
8%	-12%	0%	-5	34%	-9%	-6%	-8%	1%	Oc1ccc(-c2c(-c3ccsc3)sc3ccccc23)cc1
4%	-14%	-2%	-1	-4%	-1%	-5%	12%	-18%	CC(OC(=O)c1ccc(-n2cnnn2)cc1)C(=O)N(C)c1ccccc1 (stereo unspecified)
1%	-13%	-4%	-1	14%	-7%	.	-5%	-3%	O=C(CCC(=O)N1CCOc2ccccc21)NCCc1ccccc1
-11%	-21%	-9%	3	31%	3%	-21%[59 µM]	-14%	7%	CC(=O)c1ccc(NC(=O)CN2C(=O)CCc3ccccc32)cc1
0%	-8%	-10%	0	54%[activator]	1%	50µM*	-8%	1%	CC(C)OC(=O)c1cccnc1SCc1cc(=O)n2ccccc2n1
-10%	-17%	-4%	3	10%	6%	50µM*	50µM*	-6%	CC1=NOC(=O)/C1=C/c1ccc(O)c(Cl)c1
-6%	79µM*	-7%	-4	-5%	0%	?	56µM*	13%	CCOc1ccccc1CN1CCc2nc(N3CCN(c4ccccc4F)CC3)ncc2C1
5%	-6%	i	-3	?	-1%	22%	-30%	-8%	O=C(CSc1n[nH]c(-c2ccccc2O)n1)NC1CCCCC1
22%	-15%	-10%	2	30%	5%	-4%	-3%	-8%	COc1ccc([C@H]2CC(=O)c3c(O)cc(O)cc3O2)cc1O
-1%	-24%	i	4	17%	57%[activator]	-29%	-25%	-14%	COc1ccc(OC)c(-c2csc(N(CC3CCCO3)C(=O)Cc3ccccc3)n2)c1 (stereo unspecified)
6%	-9%	-6%	3	34%	1%	16%	-3%	2%	CC1=NN(C(=O)CSCc2ccccc2)C(O)(c2ccc(Cl)cc2)C1 (stereo unspecified)
19%	-34%	6%	2	-9%	-2%	79µM*	-11%	-1%	Cc1ccc(/C=N/N2CCN(C3c4ccccc4-c4ccccc43)CC2)s1
1%	5%	i	-3	28%	11%	0%	-8%	6%	COc1cccc(C(=O)N2CCOCC2)c1
-1%	-8%	9%	-10	46%[activator]	3%	-38%[59 µM]	0%	21%	Cc1ccc(C)c(NC(=O)Cn2c(=O)n(Cc3ccc4c(c3)OCO4)c(=O)c3ccccc32)c1
4%	9%	-2%	2	49%[activator]	-15%	.	.	-5%	O=C(CN1c2cccc3cccc(c23)S1(=O)=O)NC1CCCCC1
2%	?	i	-1	15%	1%	?	-32%	-10%	N#CCCN(Cc1ccccc1)C(=S)NC(=O)c1ccccc1
2%	-5%	i	-3	33%	1%	22%[12.7 µM]	4%	2%	COc1cc(/C=C/CO)cc(OC)c1OC/C=C(\C)CCC=C(C)C
4%	-34%	-6%	2	-4%	7%	-8%	-21%	-1%	Cc1cc(C(C)(C)C)cc(C)c1S(=O)(=O)N1CCN(C(=O)c2cc([N+](=O)[O-])c[nH]c2=O)CC1
-2%	-4%	1%	-2	31%	-4%	.	-5%	3%	CCOC(=O)c1ccc2c(c1)N(CC#N)C(=O)C(C)(C)O2
0%	-7%	-3%	2	36%	-4%	-3%[0.501 µM]	-12%	-4%	N#Cc1ccc(Cn2c(-c3ccc(F)cc3)noc2=O)cc1
7%	?	-3%	5	-10%	10%	21%	1%	-3%	Cc1cc(NC(=O)c2ocnc2C)no1
2%	-8%	-5%	-5	39%	-1%	.	.	0%	Cc1ccccc1/C=C1\Oc2ccccc2C1=O
8%	10µM*	1%	-1	?	1%	16µM*	?	-2%	O=[N+]([O-])c1cc([N+](=O)[O-])c(Oc2ccc(Br)cc2Br)cc1NN1CCCCC1
15%	-17%	4%	-6	10%	-1%	-7%	4%	6%	O=C(CN1C2=NCCCN2c2ccccc21)c1cccs1
14%	-12%	-3%	7	2%	-3%	?	?	3%	COc1cc2c(cc1NC(=O)c1cccnc1)CCCC2
3%	-8%	-2%	2	33%	-3%	15%	9%	-9%	COC(=O)C(CC(=O)c1ccc(C)cc1)n1cccn1 (stereo unspecified)
1%	-28%	-8%	0	13%	9%	7.1µM*	-17%	-2%	COc1cc2nc(N3CCN(C(=O)OCc4ccccc4)[C@H](C(=O)NC(C)(C)C)C3)nc(N)c2cc1OC
-3%	6%[57.1 µM]	-7%	6	26%	2%	-7%[59 µM]	6%	-3%	O=C(NNC(=O)C1CCN(Cc2cccc(F)c2)CC1)c1cccs1
4%	-8%	1%	-4	35%	-3%	-13%	-14%	1%	COc1cc(NC(=O)c2ccccc2F)ccc1NC(=O)c1ccccc1Cl
-4%	-10%	8%	1	12%	.	.	.	2%	COc1ccccc1CNS(=O)(=O)c1cc(C(=O)N(C)Cc2cccnc2)c(Cl)cc1Cl
1%	-15%	-9%	-5	49%[activator]	7%	22%	-6%	2%	COc1cc(SC)ccc1C(=O)Nc1ccc2ncccc2c1
-7%	2%[11.4 µM]	-7%	3	72%[activator]	-10%	22%[59 µM]	-12%	4%	O=C(O)C1CSC2(c3ccc4c(c3)OCCO4)CCC(=O)N12 (stereo unspecified)
14%	-7%	-1%	0	16%	-2%	-3%[59 µM]	-27%	0%	COc1ccc2c(CNCc3cccs3)c(C(=O)O)n(Cc3ccc(F)cc3)c2c1
9%	66%[activator]	i	2	141%[activator]	6%	78%[activator][59 µM]	43%[activator]	-3%	CCOC(=O)C1CCCN(C(=O)c2ccc3c(c2)sc2nc(-c4ccc(C)cc4C)cn23)C1 (stereo unspecified)
1%	-10%	.	0	40%	.	16%	7%	-10%	Cc1cc(NC(=O)c2cc(Cl)ccc2Cl)no1
-1%	-29%	1%	-4	-14%	-4%	-9%[59 µM]	-17%	-2%	CS(=O)(=O)N(CC(=O)NCCSCc1ccccc1)c1ccc2c(c1)OCO2
13%	35µM*	-23%	-10	-36%	1%	-13%[59 µM]	-5%	?	Cc1oc(/N=C/c2cccc3ccccc23)c(C#N)c1C
2%	-15%	-2%	6	14%	-7%	24%	-12%	-12%	COc1ccc(CCNS(=O)(=O)c2cc3c4c(c2)C(C)C(=O)N4CCC3)cc1OC (stereo unspecified)
-3%	-5%	2%	0	38%	-10%	.	.	?	Cc1cc(C)n(-c2ccc(C(=O)NCC(=O)Nc3cc(Cl)ccc3Cl)cc2)n1
3%	-23%	-8%	-4	5%	8%	3%[59 µM]	-33%	?	Cc1ccc(CSc2cn(CCNC(=O)c3cccs3)c3ccccc23)cc1

Screening results from PubChem BioAssay.
